From PubChem BioAssay
G9a inh: qHTS Assay for Inhibitors of Histone Lysine Methyltransferase G9a. Histone-lysine N-methyltransferase EHMT2 (Homo sapiens), Q96KQ7. G9a H3K9 monomethylation, AlphaScreen, 2 h. Potency, µM (highest dose often 102 µM), inactives show top-dose activity, negative = inhibition, actives largely listed as inhibitors. hit rate 8.8% among 350,000. AID 504332, 2011; also: potency is read from the fitted curve at half-maximal effect; % is scaled to controls: 0 for no effect and ±100 for the full control effect; nearly all actives have a fitted effect of over 75% in size
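Chemiluminescent proximity detection of H3K9 monomethylation, read after 10 min bead incubation in the dark. Reaction: 20 nM G9a, 500 nM biotin-H3K9 peptide, 20 uM SAM cofactor, 2 h, room temperature, following 15 min enzyme-compound preincubation.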
BAZ2B inh: qHTS Assay for Inhibitors of BAZ2B | Potency, µM (highest dose often 114 µM), inactives show at the highest dose activity change, negative = inhibition, usual class: inhibitors | AlphaScreen BAZ2B-H3K14Ac peptide displacement | Bromodomain adjacent to zinc finger domain protein 2B (Homo sapiens), Q9UIF8 | hit rate 4.4% among 360,000; also: potency is read from the fitted curve at half-maximal effect; % is scaled to controls: 0 for no effect and ±100 for the full control effect; nearly all actives have a fitted effect of over 60% in size
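AlphaScreen displacement: compounds (up to 110uM) incubated 30 min at room temperature with a preformed 50 nM BAZ2B/50 nM biotinylated H3K14Ac peptide complex in PBS pH 7.4 with Tween-20. Donor and acceptor beads at 10 ug/mL final added, 20 min light-protected before reading.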
GLS inhibitor: qHTS for Inhibitors of Glutaminase (GLS). Glutaminase kidney isoform, mitochondrial (Homo sapiens), O94925. GLS enzymatic activity, qHTS titration. Potency, µM (highest dose often 45.5 µM), inactives show at the top dose activity change, negative = inhibition, hits mostly inhibitors. hit rate 0.21% among 410,000; also: potency is read from the fitted curve at half-maximal effect; % is scaled to controls: 0 for no effect and ±100 for the full control effect
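hKGA; 45 mM KH2PO4 pH 8.2 + 0.02% Tween-20; cpd via pin tool; 1 mM Gln soln; GluOx/HRP/Amplex Red; RT 30 min; fluor. t0 & final.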
HP1b binding inh: HTS for Inhibitors of HP1-beta Chromodomain Interactions with Methylated Histone Tails; Chromobox protein homolog 1 (Homo sapiens), P83916; AlphaScreen HP1-beta / biotin-H3K9me3 peptide binding; Potency, µM (doses to about 114 µM), for the others: at the highest dose activity change, negative = inhibition, actives largely listed as inhibitors; hit rate 0.56% among 390,000; also: potency is read from the fitted curve at half-maximal effect; nearly all actives have a fitted effect of over 70% in size; inactives centre near 23
Target sequence (P83916 whole entry, looked up): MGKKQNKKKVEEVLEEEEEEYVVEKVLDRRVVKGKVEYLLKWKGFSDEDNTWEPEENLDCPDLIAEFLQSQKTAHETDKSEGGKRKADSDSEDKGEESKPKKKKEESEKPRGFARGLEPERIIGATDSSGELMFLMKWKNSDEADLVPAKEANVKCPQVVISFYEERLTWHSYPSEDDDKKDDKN
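AlphaScreen: HP1-beta (50 nM) preformed 30 min with biotin-H3(1-18)K9me3 peptide (50 nM) in PBS pH 7.4, 0.01% Tween-20. Compound added for 30 min at RT, then streptavidin donor/nickel chelate acceptor beads (10 ug/mL) for 30 min.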
JMJD2A Tudor: qHTS Assay for Inhibitors of JMJD2A-Tudor Domain. Lysine-specific demethylase 4A (Homo sapiens), O75164. AlphaScreen JMJD2A-Tudor / H3K4me3 peptide binding. Potency, µM (titrated, usually from 114 µM), for the others: at the top dose activity change, negative = inhibition, actives largely listed as inhibitors. hit rate 4.4% among 390,000. AID 504339, 2011; also: potency is read from the fitted curve at half-maximal effect; % is scaled to controls: 0 for no effect and ±100 for the full control effect; nearly all actives have a fitted effect of over 50% in size
RGS4 inhibitor: Inhibitors of Regulator of G Protein Signaling (RGS) 4: qHTS | Regulator of G-protein signaling 4 (Homo sapiens), P49798 | Transcreener GDP fluorescence polarization, RGS4-accelerated GTP hydrolysis | Potency, µM (series often up to 114 µM), for inactives: at the highest dose activity change, negative = inhibition, hits mostly inhibitors | hit rate 0.039% among 390,000 | AID 504845, 2011; also: potency is read from the fitted curve at half-maximal effect; % is scaled to controls: 0 for no effect and ±100 for the full control effect; nearly all actives have a fitted effect of over 75% in size; some results filed as inactive show a strong effect at the top dose
Target sequence (P49798 whole entry, looked up): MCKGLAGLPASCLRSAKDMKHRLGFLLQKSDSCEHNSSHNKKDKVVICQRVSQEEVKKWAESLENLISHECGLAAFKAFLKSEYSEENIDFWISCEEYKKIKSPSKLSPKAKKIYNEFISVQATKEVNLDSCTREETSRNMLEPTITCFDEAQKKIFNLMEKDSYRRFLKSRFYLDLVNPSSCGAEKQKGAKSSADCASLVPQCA
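MLSMR compounds (23 nl, pin-transferred) preincubated 10 min at room temperature with a 500nM (2x) first reagent, then RGS4 at 900nM (2x) plus Transcreener GDP mix added; fluorescence polarization (620/688 nm) read before and after 90 min at 30 °C.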
PI4K2A inh: qHTS for small molecular inhibitors of PI4K2A. Phosphatidylinositol 4-kinase type 2-alpha (Homo sapiens), Q9BTU6. purified PI4K2A, ADP-Glo luminescence, 1 h; active compounds read low. activity change, negative = inhibition, % at 76.9 µM. hit rate 0.13% among 420,000. AID 1346378, 2018; in the data active = activity change below about -50%; inconclusive = mostly about -30% to -49%;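 also: -100% = wells without enzyme as full effect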
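ADP-Glo luminescence measured ADP generated by PI4K2A enzyme (4 ug/mL before mixing) with 1.2 mM PI substrate (pre-mix) and 300 microM ATP (pre-mix). Tris pH7.5 buffer with MgCl2, Triton X-100; 1 h reaction at ambient temperature.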
12-LOX inh: Primary qHTS assay for inhibitors of human arachidonate 12S-lipoxygenase (ALOX12): Round 2 | Polyunsaturated fatty acid lipoxygenase ALOX12 (Homo sapiens), P18054 | hit rate 1.1% among 580,000 | Potency, µM (top dose mostly 108 µM), inactives show at the top dose activity change, negative = inhibition, hits mostly inhibitors | purified 12hLO, xylenol orange hydroperoxide absorbance; also: potency is read from the fitted curve at half-maximal effect; % is scaled to controls: 0 for no effect and ±100 for the full control effect
Target sequence (P18054 whole entry, looked up): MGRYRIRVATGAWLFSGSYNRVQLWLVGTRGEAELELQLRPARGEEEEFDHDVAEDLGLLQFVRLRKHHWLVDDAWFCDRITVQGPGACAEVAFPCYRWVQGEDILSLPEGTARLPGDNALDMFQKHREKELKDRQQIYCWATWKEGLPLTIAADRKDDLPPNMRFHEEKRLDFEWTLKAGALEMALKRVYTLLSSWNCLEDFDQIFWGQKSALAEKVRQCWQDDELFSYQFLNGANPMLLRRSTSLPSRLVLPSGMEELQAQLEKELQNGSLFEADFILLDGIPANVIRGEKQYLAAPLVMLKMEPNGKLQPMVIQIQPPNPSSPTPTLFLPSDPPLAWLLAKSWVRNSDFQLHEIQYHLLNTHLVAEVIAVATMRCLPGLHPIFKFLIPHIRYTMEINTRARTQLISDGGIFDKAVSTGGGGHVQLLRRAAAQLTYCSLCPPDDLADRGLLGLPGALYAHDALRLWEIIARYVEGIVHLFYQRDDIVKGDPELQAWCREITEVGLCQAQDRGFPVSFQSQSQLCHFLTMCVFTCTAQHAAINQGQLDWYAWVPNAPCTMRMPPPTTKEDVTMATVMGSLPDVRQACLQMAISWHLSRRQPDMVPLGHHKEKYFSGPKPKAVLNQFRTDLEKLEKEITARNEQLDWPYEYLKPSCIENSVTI
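Purified human 12hLO at 150 nM in 25 mM Hepes, 0.01% Triton X-100, pH 7.0, preincubated 15 min at room temperature with compound. Reaction started with 40 uM arachidonic acid, 30 min at room temperature. Hydroperoxide measured by Fe-xylenol orange, 573/405 nm absorbance ratio.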
ERG-DNA inh: qHTS for Small Molecule Inhibitors of the ERG Ets/DNA interaction. fluorescence polarization, His-ERG Ets domain / labelled DNA. Potency, µM (titrated, usually from 76.9 µM), for the others: at the highest dose FP activity, negative = inhibition, actives largely listed as inhibitors. hit rate 0.028% among 370,000. AID 624246, 2012; active = well fitted inhibition curve with a large enough effect in the polarisation, with a control signal flat; inconclusive = small, poorly fitted or top-dose-only effect, or effect the other way, or a change in a side signal; inactive = no such curve, though single readings can be large or run the other way; the % refers to the polarisation;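 also: polarization taken with two DNA probes labelled with fluorescein and Texas red; potency is read from the fitted curve at half-maximal effect; % of control where 0% means no effect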
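His-tagged ERG Ets domain (1 uM in the protein solution; 300mM KCl, 50mM Tris-HCl, 1mM EDTA, 1mM DTT, pH 7.5) received compound, then a probe mix of 5 nM fluorescein-DNA and 100nM Texas-615-DNA. Fluorescence polarization was read for both dyes.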
* marks the source's active call; other numbers are inactive results; ? = inconclusive; / = no result given; [ ] = dose if it differs, or a comment. Unless noted, calls follow the shape of the dose curve; as a rule, active = well fitted curve in the direction sought with a large enough effect; inconclusive = small, poorly fitted or top-dose-only effect, or another doubt; inactive = no such curve, though single readings can be large; an effect the other way counts as inactive or inconclusive. The list is partial (hit frequency here may not be typical).

entry | Structure | G9a inh | BAZ2B inh | GLS inhibitor | HP1b binding inh | JMJD2A Tudor | RGS4 inhibitor | PI4K2A inh | 12-LOX inh | ERG-DNA inh
1 | O=C(CC1CCCCC1)NCCS(=O)(=O)N1CCN(c2ccccc2)CC1 | 1%[0.501 µM] | -2% | 1% | 17% | -12% | 10% | -1 | -5% | -3%
2 | COC(=O)[C@]1(Cc2ccccc2)N[C@H](c2ccc(-c3ccc(OC)cc3)cc2)[C@@H]2C(=O)N(C)C(=O)[C@@H]21 | -6%[12.7 µM] | -9% | -5% | 37% | -27% | -2% | 2 | -22% | -1%
3 | O=C(NCCc1ccc(Cl)cc1)C1CCCO1 (configuration not stated) | -1% | 7% | -6% | 10% | -11% | 17% | 5 | 0% | 2%
4 | Cn1c(CSc2ncccn2)nnc1SCC(=O)N1CCCCCC1 | 3% | 9% | 4% | 52%[activator] | -8% | 35% | -4 | 0% | 0%
5 | CC(=O)Nc1cc2c(cc1NC(=O)Cn1nnc(-c3ccc(C)o3)n1)OCCO2 | -7% | 0% | -12% | 12% | -18% | 7% | 3 | -6% | -5%
6 | CC(C)C(=O)N1CCN(c2ccc(NC(=O)c3cccs3)cc2)CC1 | ? | -7% | 45%[activator] | 62%[activator] | -4% | -13% | 5 | 0% | -3%
7 | CCOC(=O)CSc1nc2ccc(C)cc2cc1C#N | -2% | 41%[activator] | 1% | 63%[activator] | 36%[activator] | 9% | 1 | 8%[57.4 µM] | /
8 | NC(=O)CSc1nc(-c2ccccc2)c(-c2ccccc2)o1 | -25%[59 µM] | -34% | 5% | -21% | ? | 14% | -3 | -4% | /
9 | O=C(Nc1ccc(NC(=S)NC(=O)c2cccs2)cc1)c1ccccc1 | 5%[59 µM] | 5% | -4% | 20% | 1% | -43% | 11 | -13% | 6%
10 | COc1ccc(C(=O)NCCn2cc(SCC(=O)Nc3ccc4c(c3)OCCO4)c3ccccc32)cc1OC | -4%[59 µM] | -31% | 11% | -3% | -29% | -17% | -10 | -16% | 8%
11 | COc1cc(OC)cc(C(=O)n2nc(C)cc2C)c1 | 11%[59 µM] | 8% | 0% | 35% | -1% | 8% | 0 | 8% | /
12 | CN(C)CCNC(=S)Nc1ccc(-c2nc3ccccc3[nH]2)cc1 | 50µM* | -8% | 5% | 55%[activator] | -15% | -22%[56.9 µM] | -4 | -10% | 14%
13 | Cc1nn(-c2ccccc2)c2sc(C(=O)Nc3cccc(O)c3)cc12 | -2%[59 µM] | -17% | 6% | 20% | -14% | -20% | 3 | ? | 13%
14 | COC(=O)Nc1ncc(CN2CCc3ccccc3C2)s1 | 0%[12.7 µM] | -34% | -17% | 28% | -11% | 9% | -2 | 12% | /
15 | O=C(c1cc2nc(C3CC3)cc(C(F)(F)F)n2n1)N1CCCC1 | -3%[59 µM] | 1% | -11% | 29% | 14% | -18% | 0 | ? | -1%
16 | O=C(/C=C/Nc1ccccc1OC(F)(F)F)C(F)(F)F | 4% | -20% | 5% | 39% | 2% | -24% | -9 | 0% | -10%
17 | O=C(COC(=O)c1cc(C(F)(F)F)cc(C(F)(F)F)c1)NCc1ccc(Cl)cc1 | -8%[59 µM] | 3% | 10% | 46%[activator] | -10% | -18% | -4 | -5% | 0%
18 | O=C1CN(C(=O)N[C@@H](Cc2ccccc2)C(=O)N[C@@H](Cc2ccccc2)C(=O)O)c2ccccc2N1 | 19%[12.7 µM] | -2% | 4% | 28% | -12% | 7% | -5 | -7% | -10%
19 | Cn1c(N)c(C(=O)c2ccc(F)cc2F)c(=O)n(C)c1=O | 9% | -2% | 6% | 10% | 19% | 8% | -3 | ? | -14%
20 | COc1ccc(CCNC(=O)COc2cccc(-n3cnnn3)c2)cc1 | 7%[0.501 µM] | -5% | 1% | 10% | -15% | -8% | 7 | 3% | 6%
21 | O=C(NCc1ccccc1Cl)c1ccc2c(c1)NC(=O)C(CS(=O)(=O)Cc1ccc(Cl)cc1)N2 (configuration not stated) | 28µM* | 0% | -8% | -5% | ? | 1% | -2 | -64% | 0%
22 | O=C(NC1CCCC1)c1ccc(CSc2nc3cccnc3n2Cc2ccccc2)cc1 | ? | 0% | -6% | 38% | -7% | 7% | -4 | 2% | -12%
23 | O=C(O)CCC(=O)Nc1nc2ccccc2s1 | 25%[12.7 µM] | 12% | -3% | 38%[activator] | -32% | 10% | -10 | 3% | -1%
24 | O=c1ccc(-c2ccc(S(=O)(=O)Nc3cccc(Br)c3)o2)n[nH]1 | ? | -26% | -9% | 46%[activator] | -5% | 15% | 5 | -10% | ?
25 | Cc1ccc(S(=O)(=O)N(C)C)cc1NC(=O)CN1C(=O)NC2(CCCCCC2)C1=O | -13% | -13% | 5% | 18% | -15% | 18% | 2 | 5% | 1%
26 | COc1ccc(CN2CCC3CC2c2cc(-c4cccc(C)c4)ccc23)cc1 (configuration not stated) | / | / | 2% | 5% | ? | 1% | 1 | 3% | 2%
27 | Cc1ccc(C(=O)NCC(=O)OCC(=O)Nc2cc(S(=O)(=O)N3CCOCC3)ccc2C)cc1 | ? | 10% | 0% | 46%[activator] | -12% | -47% | 1 | -6% | 14%
28 | COc1cccc(NC(=O)CN(C)C(=O)COc2ccc3ccccc3c2)c1 | ? | 10% | 5% | 10% | -17% | -9% | 1 | -21% | -4%
29 | C/C(=N\NC(=O)c1nc2ccccn2c1C)c1cc2ccccc2o1 | -14% | -20% | -5% | 25% | -12% | -5% | -4 | -10% | 1%
30 | COc1ccc(/C=N/n2c(-c3ccco3)nc3ccccc3c2=O)cc1 | 24%[59 µM] | -5% | 0% | 6% | -13% | -2% | 12 | -21% | 1%
31 | Cc1cc(NC(=O)CSc2cn(CCNC(=O)c3ccccc3)c3ccccc23)no1 | ? | 7% | 8.9µM* | 8.9µM* | 22µM* | -19% | -15 | / | -12%
32 | CC(=O)c1cccc(N(CC(=O)NC2CCCCC2)C(=O)Cn2nnc(-c3ccccc3)n2)c1 | 28% | -2% | 0% | 8% | 0% | 7% | 2 | -7% | -2%
33 | Clc1ccccc1CSc1nnc(/C=C/c2ccccc2)o1 | 77%[activator][12.7 µM] | 147%[activator] | 8% | 265%[activator] | 139%[activator] | -12% | -2 | 0% | 5%
34 | Cc1cc(C(=O)Nc2sc3c(c2C#N)CCC(C)C3)cs1 (configuration not stated) | -47%[12.7 µM] | 4% | -3% | 8% | 0% | 16% | 3 | -5% | -4%
35 | Cc1ccc(CNS(=O)(=O)c2cc3c4c(c2)CCN4C(=O)CC3)cc1 | -45% | 3% | 1% | 25% | -1% | -8% | 1 | 1% | -3%
36 | COc1cccc(/C=N/n2c(-c3n[nH]c4c3CCC4)n[nH]c2=S)c1O | 1.4µM* | -2% | -1% | ? | 7.9µM* | -14% | -3 | 40µM* | 7%
37 | O=C(NCCc1ccccc1)c1c[nH]c2ccc(S(=O)(=O)Nc3ccc(F)cc3F)cc2c1=O | -29%[59 µM] | -2% | -16% | 29% | -6% | -30% | 8 | ? | 0%
38 | COc1cccc(C(=O)NC(C)c2cccc3ccccc23)c1OC (configuration not stated) | -8% | -11% | 12% | 23% | 13% | -32% | 2 | 12% | 0%
39 | COc1cccc(Cn2c(=O)n(-c3cccc(Cl)c3C)c(=O)c3c4c(sc32)CN(C(C)=O)CC4)c1 | -5%[59 µM] | -33% | 2% | -5% | ? | 2% | -6 | ? | 1%
40 | Cc1[nH][nH]c(=O)c1C(c1c(C)[nH][nH]c1=O)c1cn(Cc2ccc(Cl)c(Cl)c2)c2ccccc12 | 8.9µM* | 28µM* | 21% | ? | 50µM* | ? | -30 | ? | 8%
41 | Cc1ccc(C)c(NC(=O)c2ccc3c(=O)n4c(nc3c2)CCC4)c1 | 22%[12.7 µM] | 2% | -2% | 28% | 5% | -10% | -8 | -1% | 9%
42 | Cc1nn(-c2ccccc2)c(NC(=O)c2cccs2)c(-c2ccc(Cl)cc2)c1=O | -11%[59 µM] | 1% | 12% | 28% | -17% | 15% | 6 | 14% | 0%
43 | COCc1[nH]nc2c1C1(C(=O)N(C)c3ccccc31)C(C#N)=C(N)O2 (configuration not stated) | ? | / | 0% | 35%[activator] | -24% | -11% | -5 | 0% | 3%
44 | Cc1ccc2[nH]c(C(=O)Nc3ccc(F)cc3)cc2c1 | 27%[0.501 µM] | -6% | 1% | 32% | -8% | -10% | -13 | -6% | 15%
45 | CC(=O)Nc1ccc(S(=O)(=O)NNC(=O)c2cccc(Br)c2)cc1 | -2% | 1% | 0% | 35% | -12% | 19% | -11 | -10% | 1%
